# Assay outcomes as filed in PubChem.
# DAX1 inh-1: inhibitors of DAX1 repression of SF-1 activated StAR promoter; HEK293T StAR-luciferase reporter, SF-1/DAX-1 repression relief; inhibition, % at 6.8 µM; actives 1.1% (n = 370,000); AID 652010;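 active means inhibition above the mean over all tested compounds plus 3 SD, cut at about 3.6% in these data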;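 further: 0% = DAX-1 cells with DMSO and 100% = cells lacking DAX-1 with DMSO; higher inhibition means more luminescence from relief of DAX-1 repression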
# sPLA2-III inh: Inhibits HGIII-sPLA2 liposome hydrolysis, primary screen. QFRET BODIPY PC-A2 liposome hydrolysis, fluorescence. actives 0.56% (n = 370,000). inhibition, % at 12.2 µM. Q9NZ20;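 active means inhibition above mean plus 3 SD of compounds lying within the high and low control bounds, cut at about 19% in these data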;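 further: 0% = median of test compound wells and 100% = no enzyme DMSO wells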
# DAX1 inh-2: NR0B1 (DAX1) inhibition. HEK293 Gal4-DAX1 luciferase reporter, luminescence. inhibition, % at 6.75 µM. actives 0.99% (n = 340,000). AID 504766;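 active means inhibition above the mean over all tested compounds plus 3 SD, cut at about 4.2% in these data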;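 further: 0% = DAX1-transfected cells with DMSO and 100% = empty-vector control cells with DMSO; inhibition shows as a rise in luminescence from relieved DAX1 repression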
# Target sequence (P51843 207-470 limits assumed): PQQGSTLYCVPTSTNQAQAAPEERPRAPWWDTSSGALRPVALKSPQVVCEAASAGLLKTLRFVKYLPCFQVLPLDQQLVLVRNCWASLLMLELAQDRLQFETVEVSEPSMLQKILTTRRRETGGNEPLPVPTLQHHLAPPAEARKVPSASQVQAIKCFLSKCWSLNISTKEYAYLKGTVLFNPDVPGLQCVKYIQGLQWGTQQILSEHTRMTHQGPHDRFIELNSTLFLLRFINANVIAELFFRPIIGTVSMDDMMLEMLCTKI
# SMARCA2 activ: SMARCA2 function activation, primary screen. MG213 cells, MMTV-luciferase reporter, dexamethasone, overnight. activation, % at 9.1 µM. actives 1% (n = 370,000). AID 652017; in the data active means activation above about 7.8%;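 further: 0% = vehicle wells and 100% = reference activator wells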
# GC-B act: GC-B (human) receptor activation. P20594. HEK293-GC-B cells, CNP EC30, cGMP TR-FRET; 0% at EC30 CNP, 100% saturating CNP. activation, % at 10 µM. actives 0.11% (n = 370,000). AID 1920062;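 active means activation at 10 µM reaching about 35% in either raw or pattern-adjusted values, limit read from the data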
# hgDAF-12 ag: hgDAF-12 agonism, primary luciferase screen; HEK293 GAL4-hgDAF12 UAS-luciferase reporter, agonist luminescence; normalized to butyrate control; actives 1.8% (n = 370,000); activation, % at 6.8 µM; AID 687014;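 active means activation above a cutoff set at the mean of all screened compounds plus 3 SD, cut at about 10% in these data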;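 further: 0% = DMSO wells and 100% = sodium butyrate wells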
# ssDAF12 agonist: S. stercoralis DAF-12 activation, primary screen; HEK293 ssDAF-12/GRIP1 lit1-tk-luc reporter, luminescence; % of 3 µM dafachronic acid response; activation, % at 6.8 µM; actives 1% (n = 370,000); AID 652126;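 active means activation above the mean over all tested compounds plus 3 SD, cut at about 0.9% in these data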;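 further: 0% = DMSO-only wells and 100% = 3 µM delta7-dafachronic acid wells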
# KLK7 zymogen act: proKLK7 (human) activation, primary screen; P49862; purified proKLK7, EDANS-DABCYL substrate fluorescence; 100% is mature enzyme control, 0% vehicle; activation, % at 7 µM; actives 0.9% (n = 370,000); AID 652039;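 active means activation above the mean of all tested compounds plus 3 SD, computed per campaign excluding outliers beyond control limits, cut at about 13% in these data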
# Target sequence (P49862 whole entry, looked up): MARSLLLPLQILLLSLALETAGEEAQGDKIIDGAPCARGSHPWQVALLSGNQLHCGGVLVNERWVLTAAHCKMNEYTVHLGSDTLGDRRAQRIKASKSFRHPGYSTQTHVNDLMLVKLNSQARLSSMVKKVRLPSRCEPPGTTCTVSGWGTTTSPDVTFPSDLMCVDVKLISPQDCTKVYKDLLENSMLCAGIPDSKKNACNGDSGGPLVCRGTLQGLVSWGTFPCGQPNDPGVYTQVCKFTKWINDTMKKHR
# FXN GAA850 act: frataxin GAA850 promoter activation | HEK293 lucGAA850 FXN promoter luciferase reporter, 24 h; percent of 10 µM SAHA response | activation, % at 6 µM | actives 0.56% (n = 360,000);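 active means activation above the average of all compounds screened plus 3 SD, cutoff fixed separately per campaign, cut at about 7.5% in these data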;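 further: 0% = DMSO wells and 100% = 10 µM SAHA wells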
# NPR1 activator: GC-A (human) enzyme activation; P16066; HEK293 GC-A cells, cGMP TR-FRET, EC30 ANP; 0% at EC30 ANP, 100% saturating ANP; activation, % at 10 µM; actives 0.14% (n = 370,000); in the data active means activation above about 40%
# hcDAF-12 act: activates DAF-12 receptor from parasite H. contortus; HEK293 hcDAF-12 lit1-tk-luc reporter, luminescence; 0% DMSO, 100% Δ7-dafachronic acid; activation, % at 6.8 µM; actives 1.4% (n = 370,000);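 active means activation above the mean of all tested compounds plus 3 SD, cut at about 5.5% in these data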;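 further: 100% = response to 3 µM Δ7-dafachronic acid high control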
# * marks the source's active call; other numbers are inactive results; / = no result given.
item	Structure	DAX1 inh-1	sPLA2-III inh	DAX1 inh-2	SMARCA2 activ	GC-B act	hgDAF-12 ag
1	COc1ccccc1-n1nnnc1SCC(=O)NCC1(N2CCOCC2)CCCCC1	0.1	1	1.4	0	5	-2.0
2	COc1ccc(CC(N)c2csc(Nc3ccc(C(=O)c4ccccc4)cc3)n2)cc1 (stereo unspecified)	-2.5	13	/	-4	1	-2.9
3	COc1cccc(NC(=O)c2ccc(-n3cccn3)nc2)c1	0.3	-3	0.5	0	-7	0.0
4	CCCCn1c(SCc2cccc([N+](=O)[O-])c2)nc2ccsc2c1=O	0.1	5	-1.2	-3	3	0.1
5	CC1=C(C(=O)OCc2ccccc2)C(c2ccc([N+](=O)[O-])cc2)NC(=O)N1 (stereo unspecified)	0.2	0	-1.1	-1	-5	-0.6
6	O=C(CN1C(=O)COc2ccc(S(=O)(=O)N3CCCC3)cc21)NCc1ccccn1	0.5	-2	0.5	-1	-6	-0.6
7	COc1ccc(NC(=O)C2C3C=CC4(CN(Cc5cccnc5)C(=O)C24)O3)c(OC)c1 (stereo unspecified)	-0.5	1	1.3	-2	-1	-0.2
8	CCC(OC(C)=O)c1cc2c(cc1[N+](=O)[O-])OCCO2 (stereo unspecified)	-0.4	-1	-1.9	-1	0	-0.2
9	O=C(COC(=O)c1ccc(OC(F)F)cc1)NCCNC(=O)COC(=O)c1ccc(OC(F)F)cc1	1.6	-6	-0.3	0	-1	1.2
10	CCOC(=O)c1cnc2c(Cl)cc(Cl)cc2c1NCCOCCO	-1.6	-6	-1.3	-2	1	-2.6

item	ssDAF12 agonist	KLK7 zymogen act	FXN GAA850 act	NPR1 activator	hcDAF-12 act
1	-1.4	-0.1	0.9	1	0.3
2	-1.3	-1.4	-4.8	-7	-0.3
3	-1.4	0.4	1.1	1	-0.5
4	-1.4	-0.2	1.6	2	-2.4
5	-0.7	0.3	-1.7	-11	-0.9
6	-1.5	0.3	2.6	-1	0.6
7	-1.2	-0.2	-1.7	0	-0.6
8	-1.0	-0.9	0.8	1	2.7
9	-0.6	-0.2	-1.5	-1	-0.6
10	-1.5	-0.7	-0.9	6	-1.0

# (next part)
item	Structure	DAX1 inh-1	sPLA2-III inh	DAX1 inh-2	SMARCA2 activ	GC-B act	hgDAF-12 ag
11	O=S1(=O)CC(O)C(N(CCO)C(=S)Nc2ccccc2)C1 (stereo unspecified)	-0.2	16	5.3*	-7	5	-0.7
12	CCOC(=O)C1=C(C)N(C)C(=S)NC1c1ccc(Cl)cc1Cl (stereo unspecified)	-0.5	15	-1.2	-1	24	-1.8
13	CCc1cc(SC#N)cc(C)c1NC(=O)CCl	-1.9	15	1.0	-3	6	-3.5
14	N#CCSc1nnc2c(Cl)cc(Cl)cn12	-0.1	5	1.8	-1	1	-2.3
15	CCc1cccc(C)c1NC(=O)c1cccnc1	-0.5	0	1.2	-1	-1	-0.7
16	COc1ccc(-c2nc(C#N)c(NCCCn3ccnc3)o2)cc1OC	0.1	-3	0.0	-3	-7	0.8
17	COc1ccc(-c2nc(C#N)c(N3CCC(C)CC3)o2)cc1	0.2	6	-1.1	-1	5	2.1
18	CCCCN(CC)CCNC(=O)c1cn(-c2ccc(Cl)cc2)c(=O)c2ccccc12	0.3	-5	1.4	0	0	-2.5
19	Clc1ccc(-c2noc(CSc3nnc(Cc4cccs4)n3-c3ccccc3)n2)cc1	-0.3	-16	0.4	-3	-10	-2.5
20	Fc1ccc(-n2nnnc2-c2ccccc2Cl)cc1	-0.7	8	0.6	-4	-1	0.1

item	ssDAF12 agonist	KLK7 zymogen act	FXN GAA850 act	NPR1 activator	hcDAF-12 act
11	-0.9	-0.6	-0.6	0	0.9
12	-1.6	0.3	0.6	17	-2.6
13	-0.3	0.1	1.5	8	1.7
14	-0.4	-0.2	0.5	5	-1.9
15	-0.4	-0.1	2.7	2	-0.6
16	-1.4	-8.4	4.5	3	-0.8
17	-1.3	-1.9	3.2	1	-1.1
18	-1.7	0.2	-1.1	-1	0.4
19	-1.6	0.9	15*	-8	-2.6
20	0.3	-0.1	-1.2	3	1.7

# Structures listed so far with an aryl methoxy group:
item	Structure	DAX1 inh-1	sPLA2-III inh	DAX1 inh-2	SMARCA2 activ	GC-B act	hgDAF-12 ag
1	COc1ccccc1-n1nnnc1SCC(=O)NCC1(N2CCOCC2)CCCCC1	0.1	1	1.4	0	5	-2.0
2	COc1ccc(CC(N)c2csc(Nc3ccc(C(=O)c4ccccc4)cc3)n2)cc1 (stereo unspecified)	-2.5	13	/	-4	1	-2.9
3	COc1cccc(NC(=O)c2ccc(-n3cccn3)nc2)c1	0.3	-3	0.5	0	-7	0.0
7	COc1ccc(NC(=O)C2C3C=CC4(CN(Cc5cccnc5)C(=O)C24)O3)c(OC)c1 (stereo unspecified)	-0.5	1	1.3	-2	-1	-0.2
16	COc1ccc(-c2nc(C#N)c(NCCCn3ccnc3)o2)cc1OC	0.1	-3	0.0	-3	-7	0.8
17	COc1ccc(-c2nc(C#N)c(N3CCC(C)CC3)o2)cc1	0.2	6	-1.1	-1	5	2.1

item	ssDAF12 agonist	KLK7 zymogen act	FXN GAA850 act	NPR1 activator	hcDAF-12 act
1	-1.4	-0.1	0.9	1	0.3
2	-1.3	-1.4	-4.8	-7	-0.3
3	-1.4	0.4	1.1	1	-0.5
7	-1.2	-0.2	-1.7	0	-0.6
16	-1.4	-8.4	4.5	3	-0.8
17	-1.3	-1.9	3.2	1	-1.1

# Whole records from above. Screens in order: DAX1 inh-1, sPLA2-III inh, DAX1 inh-2, SMARCA2 activ, GC-B act, hgDAF-12 ag, ssDAF12 agonist, KLK7 zymogen act, FXN GAA850 act, NPR1 activator, hcDAF-12 act
# Shown for COc1ccc(-c2nc(C#N)c(N3CCC(C)CC3)o2)cc1 = 0.2, 6, -1.1, -1, 5, 2.1, -1.3, -1.9, 3.2, 1, -1.1
# Shown for CCCCN(CC)CCNC(=O)c1cn(-c2ccc(Cl)cc2)c(=O)c2ccccc12 = 0.3, -5, 1.4, 0, 0, -2.5, -1.7, 0.2, -1.1, -1, 0.4
